# Nrf2 activator: activates Nrf2 signaling; AREc32 ARE-luciferase reporter (MCF7-derived line), luminescence, 24 h; Potency, µM (series often up to 46.1 µM), for inactives: at the top dose activation, hits mostly activators; 0.31% of 410,000 active; AID 624171; also: % of control where 0% means no effect; nearly all actives have a fitted effect of over 65% in size
#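 For detection, Steady-Glo was added and plates sat 30 min at RT; before that, AREc32_Fluc cells grown overnight in OPTI-MEM/5% FBS had been treated with 23 nL compound for 24 hr at 37 deg C.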
# HepG2 tox: HepG2 cytotoxicity, counter-screen for TGF-b inhibitors; HepG2 CAGA-GFP viability, ATP luminescence, 18 h; 0.76% of 410,000 active; AID 588856; Potency, µM (highest dose often 46.1 µM), inactives show top-dose activity change, negative = cytotoxicity, actives largely listed as cytotoxic; also: some results filed as inactive show a strong effect at the top dose
#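 HepG2 CAGA-GFP cells (1000/well, DMEM with 1% FBS) received compound, then TGF-beta at 500 pg/mL final, and were incubated 18 hours at 37 degrees C. Viability was read by CellTiter-Glo luminescence. Media-only wells were set as complete cell-killing and DMSO as no toxicity.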
# Nrf2 block: Nrf2 pathway inhibition | A549 ARE-Fluc reporter, luciferase luminescence, 18-24 h | Potency, µM (top dose mostly 46 µM), inactives show at the top dose activity change, negative = inhibition, most hits filed as inhibitors | 2.1% of 360,000 active | AID 504444; also: % is scaled to controls: 0 for no effect and ±100 for the full control effect; nearly all actives have a fitted effect of over 60% in size
#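 Concentration-response testing used A549 ARE_Fluc cells at 5000 cells/well. Following an 18-24 h compound incubation, viability was read by fluorescence (Ex 405/Em 525) and luciferase output by luminescence.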
# TGFb inhibitor: inhibitors of TGF-b signaling. HepG2 CAGA-GFP TGF-b/SMAD3 reporter, GFP fluorescence, 18 h; TGF-beta stimulated, 500 pg/mL final. Potency, µM (top dose mostly 46.1 µM), for the others: at the top dose activity, negative = inhibition, hits mostly inhibitors. 1.2% of 410,000 active. AID 588855; also: % is scaled to controls: 0 for no effect and ±100 for the full control effect; nearly all actives have a fitted effect of over 65% in size
#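 Smad-responsive CAGA-GFP expression was quantified in HEPG2 cells exposed to compounds and 500 pg/mL final TGF-beta for 18 h at 37 degrees C; unstimulated wells defined full inhibition.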
# A549 viability: kills or reduces viability of A549 cells in Nrf2 counter-screen; A549 ARE-Fluc cells, CellTiter-Fluor viability, 18-24 h; Potency, µM (series often up to 46 µM), for the others: at the highest dose activity change, negative = cytotoxicity, hits mostly inhibitors; 0.16% of 390,000 active; also: % is scaled to controls: 0 for no effect and ±100 for the full control effect
#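 A549 ARE_Fluc cells in 5% FBS OPTI-MEM were exposed to compounds in concentration-response for 18-24 h at 37 deg C. Viability was read by CellTiter-Fluor fluorescence (Ex 405/Em 525) after 30 min, before the luciferase read.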
# MCF10A rerep: induces DNA re-replication in MCF 10a normal breast cells. MCF 10A DNA re-replication, Hoechst nuclear intensity, 48 h. Potency, µM (series often up to 46.1 µM), without a hit: at the top dose activity, positive = re-replication, hits mostly activators. 2.9% of 350,000 active. AID 624296; also: % of control where 0% means no effect; nearly all actives have a fitted effect of over 50% in size
# EPAC2 antag: EPAC2 (human) antagonism; 0.18% of 360,000 active; AID 720708; EPAC2 GEF exchange of Rap1B-BODIPY-GDP, fluorescence; Potency, µM (top dose mostly 114 µM), for inactives: top-dose activity, negative = inhibition, actives largely listed as inhibitors; also: % is scaled to controls: 0 for no effect and ±100 for the full control effect; nearly all actives have a fitted effect of over 45% in size; many of its hits are not listed in these tables
# Target sequence (Q8WZA2 whole entry, looked up): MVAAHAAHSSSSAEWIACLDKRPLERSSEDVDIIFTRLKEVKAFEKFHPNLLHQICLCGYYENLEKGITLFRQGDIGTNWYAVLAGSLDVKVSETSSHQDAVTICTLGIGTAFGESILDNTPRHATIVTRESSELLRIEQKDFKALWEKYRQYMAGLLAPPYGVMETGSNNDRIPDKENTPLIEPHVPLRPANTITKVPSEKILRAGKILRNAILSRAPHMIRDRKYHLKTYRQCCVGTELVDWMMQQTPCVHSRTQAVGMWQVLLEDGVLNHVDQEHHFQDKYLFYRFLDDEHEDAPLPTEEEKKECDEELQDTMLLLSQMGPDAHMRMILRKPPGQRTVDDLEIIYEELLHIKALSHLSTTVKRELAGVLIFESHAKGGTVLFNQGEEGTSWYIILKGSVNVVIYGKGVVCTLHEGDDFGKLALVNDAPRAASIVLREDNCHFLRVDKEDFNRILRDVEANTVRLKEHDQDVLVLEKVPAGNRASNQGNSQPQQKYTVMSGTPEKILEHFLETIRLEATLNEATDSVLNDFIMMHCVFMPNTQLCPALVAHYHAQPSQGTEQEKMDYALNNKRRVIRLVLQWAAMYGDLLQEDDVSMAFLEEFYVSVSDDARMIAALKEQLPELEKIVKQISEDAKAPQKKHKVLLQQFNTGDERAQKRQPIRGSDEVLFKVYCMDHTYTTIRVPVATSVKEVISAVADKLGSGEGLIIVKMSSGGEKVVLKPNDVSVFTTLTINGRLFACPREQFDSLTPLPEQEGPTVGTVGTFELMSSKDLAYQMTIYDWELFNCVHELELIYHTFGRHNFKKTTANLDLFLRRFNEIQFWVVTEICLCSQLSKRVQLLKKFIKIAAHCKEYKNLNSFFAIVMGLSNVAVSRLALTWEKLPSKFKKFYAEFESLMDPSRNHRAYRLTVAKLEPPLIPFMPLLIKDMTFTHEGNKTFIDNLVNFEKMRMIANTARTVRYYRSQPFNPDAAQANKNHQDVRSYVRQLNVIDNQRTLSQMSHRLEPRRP
# ATXN2 expr inh: inhibitors of ATXN2 expression. HEK-293 ATXN2-luciferase reporter, luminescence, 24 h. Potency, µM (titrated, usually from 57 µM), for the others: top-dose activity change, negative = inhibition, usual class: inhibitors. 0.72% of 360,000 active. AID 1745845; also: % is scaled to controls: 0 for no effect and ±100 for the full control effect; nearly all actives have a fitted effect of over 55% in size
#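 qHTS (up to 57 uM final) was run with 24 h compound exposure of reporter cells at 37 °C. Each well was multiplexed: SteadyGlo luminescence measured ATXN2-luciferase expression after a fluorogenic Gly-Phe-AFC viability readout (25 uM final).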
# S2 tox: cell viability loss in ATXN counter-screen; Potency, µM (highest dose often 56.7 µM), usual class: cytotoxic; AID 651635; 0.49% of 400,000 active; S2 cells (HEK-293 line with an ATXN2-luciferase reporter) viability, CellTiter-Fluor protease fluorescence, 24 h; also: nearly all actives have a fitted effect of over 40% in size
# * marks the source's active call; other numbers are inactive results; i = inactive; ? = inconclusive; / = no result given; [ ] = another dose, or the depositor's remark. Calls follow the shape of the dose curve; as a rule, active = well fitted curve in the direction sought with a large enough effect; inconclusive = small, poorly fitted or top-dose-only effect, or another doubt; inactive = no such curve, though single readings can be large; an effect the other way counts as inactive or inconclusive. Potency is read from the fitted curve at half-maximal effect.
smiles,ATXN2 expr inh,A549 viability,S2 tox,Nrf2 block,TGFb inhibitor,Nrf2 activator,EPAC2 antag,MCF10A rerep,HepG2 tox
O=C(Nc1ccc(C(F)(F)F)cc1)C1CCCN(S(=O)(=O)c2cccc3cccnc23)C1 (stereo not drawn),6%,-2%,i,10%,11µM*,15%,/,/,-34%
C=CCSc1nnc(NC(=O)CSc2nc3ccccc3o2)s1,1%,0%,i,-1%,-1%,1.6%,12%,-1%,4%
O=C(Cn1ncc2c3ccccc3n(Cc3ccccc3F)c2c1=O)NC1CC1,10%,1%,?,10%,4%,-1.1%,0%,-2%,15%
COc1ccc(/C=C2/SC(=O)N(CCNC(=O)C3CCCN3C(=O)c3cccs3)C2=O)cc1 (stereo not drawn),/,-8%,i,-1%,-12%,5.8%,-4%,3%,-3%
Cn1c(SCc2cc(=O)[nH]c(C(C)(C)C)n2)nnc1C(F)(F)F,/,3%,/,1%,-11%,-0.7%,8%,-3%,-9%
Cc1nnc(NC(=O)CSc2ccc(-c3ccc(Cl)cc3)nn2)s1,19%,-3%,i,18%,-17%,-0.2%,5%,1%,-19%
CCN(C(=O)Cc1c(C(=O)O)n(C)c2ccccc12)c1ccc(F)cc1,-23%[11.3 µM],3%,i,-2%,14%,-0.6%,2%,-10%,8%
CCOc1cc(C)c(Cl)cc1S(=O)(=O)NCC1CCCO1 (stereo not drawn),0%,12%,i,/,0%,0.3%,17%,-1%,-23%
COc1ccc(-c2cc(C(=O)Nc3sc4c(c3C(N)=O)CCC(C)C4)no2)cc1 (stereo not drawn),7%,0%,i,14%,5%,-0.4%,/,/,6%
O=C(Nc1cccnc1)c1cc(S(=O)(=O)N2CCCCC2)c(Cl)cc1Cl,-14%,0%,i,-8%,-3%,-0.4%,-10%,?,-1%
CCC(=O)N1CCc2cc(Br)cc(S(=O)(=O)CCC(=O)Nc3ccc(Cl)cc3)c21,-2%,-4%,i,-13%[9.27 µM],1%,0.4%,/,/,4%
COc1ccc(CN2C(=O)C(O)(CC(=O)c3ccc4c(c3)OCO4)c3ccccc32)cc1OC (stereo not drawn),-1%,0%,i,-50%,-1%,0.3%,1%,10%,-2%
COc1cccc(C(=O)Nc2nc(-c3ccc(Br)cc3)ns2)c1,/,4%,/,?,?,-0.1%,/,/,-42%
CCOc1ccccc1N1CC(C(=O)Nc2nccs2)CC1=O (stereo not drawn),-2%,-4%,i,5%,0%,0.0%,1%,4%,-1%
CC1(C)Oc2ccc3ccc(=O)oc3c2[C@H](O)[C@H]1O,3%,0%,i,30%,-3%,-0.4%,-1%,23%,-12%

# (further entries)
smiles,ATXN2 expr inh,A549 viability,S2 tox,Nrf2 block,TGFb inhibitor,Nrf2 activator,EPAC2 antag,MCF10A rerep,HepG2 tox
Cc1ccc(C)c(-n2c(SCC(=O)NCC3CCCO3)nnc2-c2ccoc2C)c1 (stereo not drawn),-4%,-7%,i,-2%,1%,-0.8%,10%,-1%,4%
Cc1cc(Cl)ccc1NC(=O)CCn1nc(C)c2c(C)n(-c3ccccc3)nc2c1=O,-10%,10%,i,-3%,5%,-0.3%,/,/,-1%
FC(F)Sc1nnc(-c2cccs2)n1-c1ccccc1,-3%,4%,i,/,52%,-1.0%,8%,30%,-18%
Cc1ccccc1C(=O)Nc1cc2c(cc1N1CCCCC1)n(C)c(=O)n2C,?,0%,?,-4%,?,8.1%,/,/,-43%
Cc1cc(NC(=O)CSc2nc3ccccc3c(=O)n2C(C)c2ccccc2)no1 (stereo not drawn),16%,?,?,2%,0%,-0.3%,-3%,?,-19%
CCCCNC(=O)C1(C)CCN1C(=O)Cc1ccc(OC)cc1 (stereo not drawn),9%,/,i,/,5%,0.7%,-6%,/,4%
Cn1c(=O)[nH]c(=O)c2c1nc(CN1CCN(c3cccc(Cl)c3)CC1)n2CCCc1ccccc1,-24%,-3%,i,-12%,?,0.0%,-26%,-3%,-54%
COc1cccc(N2CCN(C(=O)CC(C)(C)CC3=NS(=O)(=O)c4ccccc4N3)CC2)c1,?,10%,i,-9%,2%,-0.3%,-5%,?,-5%
COc1ccc(N2CCN(C(=O)c3sc4ncn(CC(=O)N5CCCCC5)c(=O)c4c3C)CC2)cc1,-6%,-1%,i,-20%,-30%,0.2%,-9%,10%,-14%
CC(=O)N(C(C)=O)c1ncnc2c1c(-c1ccc(Cl)cc1)nn2C(C)(C)C,?,-20%,?,?,?,-0.8%,-7%,?,-36%
Cc1ccc(S(=O)(=O)c2cnc(SC(C)C(=O)Nc3ccccc3)[nH]c2=O)cc1 (stereo not drawn),4%,1%,i,2%,7%,-0.8%,/,/,-1%
Cn1c(Cc2ccccc2)nnc1SCC(=O)N1CCOCC1,-5%,-5%,i,-11%,13%,-0.4%,2%,-179%[0.0737 µM],0%
CCOC(=O)[C@]12CCCC=C1N(Cc1ccc(Cl)cc1Cl)C(=O)[C@H](CC(=O)NCc1ccccc1)C2,0%,/,?,/,/,5.2%,-3%,/,/
COc1ccc(-c2nc(-c3cccc(C)c3)[nH]c(=O)c2C#N)cc1,?,-8%,?,-15%,-7%,-0.5%,11%,-3%,-6%
O=[N+]([O-])c1cccc(Cl)c1NCCNS(=O)(=O)c1ccc(Cl)cc1,3%,-6%,i,3%,1%,3.1%,-7%,0%,2%

# Other results follow:
smiles,ATXN2 expr inh,A549 viability,S2 tox,Nrf2 block,TGFb inhibitor,Nrf2 activator,EPAC2 antag,MCF10A rerep,HepG2 tox
O=C(O)Cc1sc(Nc2ccc(F)cc2)nc1-c1cccs1,35%,-10%,i,?,4%,12%[9.22 µM],-4%,21µM*,0%
CC(C)(C)c1cc(C(=O)N/N=C/c2ccc(-c3ccccc3[N+](=O)[O-])o2)n[nH]1,-17%,-15%,?,0%,?,-0.7%,-3%,?,-28%
CCn1cc(/C=C(\NC(=O)c2ccccc2F)C(=O)N2CCCC2)c2ccccc21,-5%,-1%,i,-17%,0%,-0.8%,-16%,8%,2%
Cc1c(NC(=O)c2cccc(-c3cc4ccccc4oc3=O)c2)cccc1-c1nc2ncccc2o1,11%,2%,?,?,-6%,0.3%,6%,0%,-12%
Cc1ccc2nc(CSc3nnc(Nc4ccccc4C)s3)cc(=O)n2c1,-4%,8%,i,9%,-2%,3.0%,13%,?,4%
Cc1ccc(S(=O)(=O)N(C)c2ccc(C(=O)N(CC(C)C)C3CCS(=O)(=O)C3)cc2)cc1 (stereo not drawn),5%,-7%,i,-27%,-18%,1.2%,-1%,15%,2%
Nn1cc(-c2ccccc2)nc1SCC(=O)N1CCN(S(=O)(=O)c2ccccc2)CC1,5%,-8%,i,2%,-1%,-0.6%,8%,1%,-19%
CCOC(=O)[C@H]1[C@H]2COc3ccc(Br)cc3[C@@H]2N2C(=O)c3c(C)cc(C)cc3NC(=O)[C@@]12C,-7%,4%,?,-13%,2%,1.0%,-19%,?,3%
COC(=O)C1=C(C)Nc2ccc(C)cc2S1,18%,-1%,i,11%,-2%,4.2%,4%,-1%,-1%
Cc1nn(C)c(C)c1NC(=O)CSc1nc(C2CC2)nc2c1cnn2-c1ccccc1,-20%,-7%,i,?,-4%,-0.7%,15%,12%,-9%
CCCn1c(N)c(C(=O)CSc2nnc(-c3ccco3)n2Cc2ccccc2)c(=O)[nH]c1=O,3%,-5%,?,?,8%,-0.3%,4%,13%,-20%
Cc1nc2sc(C(c3ccco3)N3CCN(C(c4ccccc4)c4ccccc4)CC3)c(O)n2n1 (stereo not drawn),?,3%,?,-19%,?,0.3%,-10%,9%,-24%
Cc1ccc(C)c(NC(=O)CN(C)C(=O)c2ccc3c(=O)n4c(nc3c2)CCC4)c1,9%,-3%,i,-4%,-9%,0.3%,13%,-3%,8%
O=C(Nc1ccc2c(c1)OCCO2)c1ccc2nccnc2c1,-7%,-9%,i,?,3%,-0.4%,1%,7.3µM*,-11%
CCOC(=O)c1c(/N=C/C2C(=O)CCCC2=O)sc2c1CCCC2,-3%,11%,i,?,7%,3.3%,10%,0%,-12%

# A draw from above in order of SMILES length, lowest first.
smiles,ATXN2 expr inh,A549 viability,S2 tox,Nrf2 block,TGFb inhibitor,Nrf2 activator,EPAC2 antag,MCF10A rerep,HepG2 tox
O=C(O)Cc1sc(Nc2ccc(F)cc2)nc1-c1cccs1,35%,-10%,i,?,4%,12%[9.22 µM],-4%,21µM*,0%
CCn1cc(/C=C(\NC(=O)c2ccccc2F)C(=O)N2CCCC2)c2ccccc21,-5%,-1%,i,-17%,0%,-0.8%,-16%,8%,2%
Cc1c(NC(=O)c2cccc(-c3cc4ccccc4oc3=O)c2)cccc1-c1nc2ncccc2o1,11%,2%,?,?,-6%,0.3%,6%,0%,-12%

# (continued)
smiles,ATXN2 expr inh,A549 viability,S2 tox,Nrf2 block,TGFb inhibitor,Nrf2 activator,EPAC2 antag,MCF10A rerep,HepG2 tox
Cc1ccc(C)n1-c1ccc(NC(=O)c2ccccc2)cc1,-17%,2%,i,-17%,-1%,13%,1%,?,-9%
CC(OC(=O)Cn1[nH]c(=O)c2ccccc2c1=O)C(=O)Nc1cccc(Cl)c1 (stereo not drawn),-7%,4%,i,3%,4%,1.3%,?,4%,-8%
N=C(N)c1ccc(O)cc1,8%,4%,i,?,-9%,-0.7%,-26%,0%,-8%
Cc1cccc(NCC(=O)N/N=C\c2cccc(Oc3ccccc3)c2)c1,-29%,-13%,?,?,?,1.7%,-6%,?,-86%
CC(Oc1ccc(Cl)cc1Cl)c1ccnc(N)n1 (stereo not drawn),?,2%,i,-27%,-2%,0.1%,?,13%,-1%
Cc1ccc(CN2CCNC(=O)C2CC(=O)O)o1 (stereo not drawn),9%,1%,i,-1%,5%,0.0%,25%,-5%,24%
CC(=O)c1ccc(NC(=O)CN2C(=O)NC(C)(c3ccc4c(c3)OCCO4)C2=O)cc1 (stereo not drawn),/,-1%,i,3%,-3%,0.6%,-19%,0%,-3%
Cc1ccc(OCC(=O)Nc2ccc(NC(=O)c3cccs3)cc2)c(C)c1,?,?,i,?,?,6.1%,4%,21µM*,1.1µM*
COC(=O)c1ccc(OC)c(OC)c1Cl,-1%,2%,i,-2%,9%,-1.0%,-1%,-2%,-2%
O=C(O)Cc1ccc(NCc2ccccc2Cl)cc1,-19%,0%,i,5%,0%,-0.6%,-4%,1%,-24%

# Source: PubChem BioAssay

# Only part of the results is shown; the hit share may differ from the screen's.
